# Bioassay records: PubChem, National Center for Advancing Translational Sciences (NCATS)
# NPC1 prom act = qHTS Assay for NPC1 Promoter Activators; hit rate 2.4% among 320,000; Potency, µM (top dose mostly 9.22 µM), for inactives: top-dose activation, most hits filed as activators; Huh7 NPC1 promoter luciferase reporter, 24 h;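 further: % of control where 0% means no effect; nearly all actives have a fitted effect of over 60% in size; reporter is driven by a mutant NPC1 promoter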
#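 NPC1 promoter–luciferase Huh7 cells; 24 h compound; luminescence.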
# ELG1 genotox = qHTS screen for small molecules that induce genotoxicity in human embryonic kidney (HEK293T) cells expressing luciferase-tagged ELG1 | HEK293T ELG1-luciferase reporter, luminescence, 16 h | Potency, µM (series often up to 46 µM), without a hit: at the highest dose activity change, positive = activation, hits mostly activators | hit rate 1.3% among 330,000 | AID 504466, 2011; further: % of control where 0% means no effect; nearly all actives have a fitted effect of over 60% in size
#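 Luminescence read-out: rising ELG1-luciferase signal, reflecting elevated ELG1 protein under genetic stress, flags genotoxic compounds. Cells were treated for 16 hr at 37 °C before ONE-Glo detection.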
# Rab9 promoter act = qHTS Assay for Rab9 Promoter Activators | AID 485297, 2010 | Potency, µM (top dose mostly 9.22 µM), without a hit: at the top dose activation, negative = inhibition, actives largely listed as activators | Huh7 Rab9 promoter-luciferase reporter, luminescence, 24 h | hit rate 2.8% among 320,000; further: % of control where 0% means no effect; nearly all actives have a fitted effect of over 60% in size
#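 Luminescence read-out: Huh7 cells stably expressing Rab9-luciferase, treated 24 h with compound at 37 °C, then lysed with luciferase reagent for 10 min at ambient before reading.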
# VP16 counter = VP16 counterscreen qHTS for inhibitors of ROR gamma transcriptional activity; Potency, µM (titrated, usually from 53.6 µM), inactives show at the highest dose activity, negative = inhibition, actives largely listed as inhibitors; hit rate 3.5% among 310,000; AID 2546, 2010; Drosophila S2 Gal4-VP16 UAS-luciferase, luminescence, 20 h;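 further: Gal4-VP16 expression switched on by copper sulfate through the metallothionein promoter; on the % scale 0 is the no-effect control and ±100 the full control effect; nearly all actives have a fitted effect of over 50% in size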
# FLuc modulator = qHTS profiling assay for firefly luciferase inhibitor/activator using purifed enzyme and Km concentrations of substrates (counterscreen for miR-21 project); purified FLuc, Km substrates, luminescence inhibition; Luciferin 4-monooxygenase (Photinus pyralis), P08659; AID 588342, 2011; Potency, µM (series often up to 57.5 µM), without a hit: at the highest dose activity change, negative = inhibition, actives largely listed as inhibitors; hit rate 6.9% among 360,000;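 further: plate controls were vehicle for no effect and reference inhibitor for full effect; nearly all actives have a fitted effect of over 55% in size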
# Target sequence (P08659 whole entry, looked up): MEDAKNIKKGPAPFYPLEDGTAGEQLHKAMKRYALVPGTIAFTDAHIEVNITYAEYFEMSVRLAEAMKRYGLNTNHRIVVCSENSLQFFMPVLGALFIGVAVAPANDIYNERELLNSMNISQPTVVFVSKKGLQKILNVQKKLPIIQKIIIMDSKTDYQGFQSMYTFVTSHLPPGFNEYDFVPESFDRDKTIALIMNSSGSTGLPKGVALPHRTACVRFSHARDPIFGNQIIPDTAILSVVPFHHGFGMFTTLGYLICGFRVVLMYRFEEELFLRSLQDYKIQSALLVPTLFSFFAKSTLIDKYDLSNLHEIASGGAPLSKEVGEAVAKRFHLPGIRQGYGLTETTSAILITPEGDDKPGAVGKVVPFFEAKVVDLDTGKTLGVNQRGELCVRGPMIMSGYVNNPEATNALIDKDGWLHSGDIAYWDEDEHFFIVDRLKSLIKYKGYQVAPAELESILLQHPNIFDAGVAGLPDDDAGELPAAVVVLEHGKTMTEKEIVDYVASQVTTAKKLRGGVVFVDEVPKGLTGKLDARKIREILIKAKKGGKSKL
#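 Purified P. pyralis luciferase (10nM final) with 10uM D-luciferin and 10uM ATP (Km levels) in 50mM Tris acetate pH 7.5, 10mM Mg acetate, 0.01% Tween-20, 0.05% BSA; qHTS 6-point titration, ~60 µM downward; luminescence read.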
# uPA surface inh = qHTS for Inhibitors of Cell Surface uPA Generation; cell surface uPA generation assay, qHTS; Potency, µM (highest dose often 38.3 µM), inactives show at the top dose activity change, negative = inhibition, usual class: inhibitors; hit rate 0.31% among 330,000; AID 540303, 2011; active means well fitted inhibition curve with a large enough effect; inconclusive means small, poorly fitted or top-dose-only effect; inactive means no such curve, though single readings can be large or run the other way; tested in mouse RAW 264.7 cells; further: on the % scale 0 is the no-effect control and ±100 the full control effect; nearly all actives have a fitted effect of over 55% in size
# RORg inh = qHTS for inhibitors of ROR gamma transcriptional activity | Drosophila S2 Gal4-RORgamma UAS-luciferase reporter, 20 h | Potency, µM (doses to about 53.6 µM), without a hit: at the highest dose activity change, negative = inhibition, usual class: inhibitors | hit rate 5.4% among 310,000 | AID 2551, 2010; further: on the % scale 0 is the no-effect control and ±100 the full control effect; nearly all actives have a fitted effect of over 60% in size
#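 Stable Schneider cell line, Gal4 DNA-binding domain fused to ROR gamma, UAS-luciferase. Cmpd 1 hr RT → CuSO4 700 uM final → 20 hr RT → luciferase reagent 10 min → luminescence.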
# MBNL1 CUG block = qHTS Assay for Inhibitors of MBNL1-poly(CUG) RNA binding. Potency, µM (series often up to 57.5 µM), for inactives: top-dose activity change, negative = inhibition, most hits filed as inhibitors. TR-FRET MBNL1-His/biotin-(CUG)12 binding, 665/545 ratio. hit rate 0.036% among 280,000; active means well fitted inhibition curve with a large enough effect in the signal ratio, with a control signal flat, not every such curve was filed as active; inconclusive means small, poorly fitted or top-dose-only effect, or effect the other way, or a change in a side signal; inactive means no such curve, though single readings can be large or run the other way; the % refers to the signal ratio; further: on the % scale 0 is the no-effect control and ±100 the full control effect
# Target sequence (Q9NR56 whole entry, looked up): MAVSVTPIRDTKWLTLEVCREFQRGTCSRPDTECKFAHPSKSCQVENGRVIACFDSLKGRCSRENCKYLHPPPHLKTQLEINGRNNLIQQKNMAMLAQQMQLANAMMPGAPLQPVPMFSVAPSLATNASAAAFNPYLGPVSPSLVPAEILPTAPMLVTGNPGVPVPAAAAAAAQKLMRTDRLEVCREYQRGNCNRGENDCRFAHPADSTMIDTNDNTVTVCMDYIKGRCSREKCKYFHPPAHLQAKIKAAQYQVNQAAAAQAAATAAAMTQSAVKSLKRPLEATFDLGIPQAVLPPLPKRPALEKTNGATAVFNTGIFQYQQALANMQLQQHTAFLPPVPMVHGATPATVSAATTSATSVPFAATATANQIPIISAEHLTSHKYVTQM
#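 Compounds (final 92 nM to 58 uM) are added to His-tagged MBNL1 and biotin-(CUG)12, then terbium anti-His antibody and streptavidin-XL665 (5 nM final). After 60 min at room temperature, the 665/545 nm ratio is read.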
# BRCA1 expr act = qHTS Assay to Identify Small Molecule Activators of BRCA1 Expression. MCF7-BRCA1-FFLuc reporter, luminescence, 48 h; response scale: scaled: vehicle 0%, 10 µM genistein 100%. Potency, µM (doses to about 46.1 µM), inactives show at the highest dose activation, usual class: activators. hit rate 1.1% among 380,000. AID 624202, 2012; further: nearly all actives have a fitted effect of over 80% in size; some results filed as inactive show a strong effect at the top dose
#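 Reporter cells (MCF7, BRCA1 promoter-firefly luciferase) received library compounds across a concentration series for 48 h. End-point luminescence was measured and concentration-effect curves derived after normalization.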
# p53 reactivation = qHTS assay for re-activators of p53 using a Luc reporter | H1299 p53-A138V BP100-luciferase reporter, luminescence, 24 h | Potency, µM (doses to about 92.2 µM), without a hit: top-dose activity change, positive = activation, actives largely listed as activators | hit rate 0.063% among 320,000; further: % of control where 0% means no effect; nearly all actives have a fitted effect of over 45% in size
#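 p53-null H1299 cells stably carrying temperature-sensitive p53-A138V and a BP100-luciferase reporter were pinned with compounds (4-point, 1:5 series) and held 24 hrs at 37 deg C. Luminescence was read 10 min after detection reagent.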
# Starred values were filed as active, the others as inactive; ? = inconclusive; . = not tested or not shown; [ ] = remark or other dose. Unless noted, the call rests on the fitted dose curve; in most records, active means well fitted curve in the direction sought with a large enough effect; inconclusive means small, poorly fitted or top-dose-only effect, or another doubt; inactive means no such curve, though single readings can be large; an effect the other way counts as inactive or inconclusive. Potency means the concentration at half of the fitted maximal effect.
SMILES,NPC1 prom act,ELG1 genotox,Rab9 promoter act,VP16 counter,FLuc modulator,uPA surface inh,RORg inh,MBNL1 CUG block,BRCA1 expr act,p53 reactivation
CCOC(=O)C1(CCCc2ccccc2)CCN(C(=O)CN2CCOC2=O)CC1,1%,-1%,-9%,?,-1%,7%,1%,-8%,-5%,2%
Cc1cc(NC(=O)C2=C(O)c3ccccc3S(=O)(=O)N2C)no1,-1%,2%,0%,-7%,-12%,2%,31%,2%,4%,1%
O=C(COc1ccc(S(=O)(=O)N2CCOCC2)cc1)Nc1ccc(Br)cc1,.,-2%,.,.,.,-21%,.,.,-21%,-4%
O=S(=O)(c1ccccc1)c1ncc(C(F)(F)F)cc1Cl,-6%,?,-9%,16µM*,-2%,-16%,8.9µM*,-4%,-97%,-15%
Cc1cccc(NC(=O)CN2C(=O)N/C(=C/c3ccc(C)s3)C2=O)c1,-2%,4%,1%,-1%,-2%,6%,-2%,9%,-17%,9%
O=C(NC1CCCC1)c1ccc(CSCc2ccccc2F)o1,19%,8%,11%,-5%,?,.,10%,2%,63%,23%
COC(=O)CC1C(=O)NCCN1C(=S)Nc1ccccc1 (stereo unspecified),1%,1%,-12%,-6%,-2%,1%,-12%,4%,-7%,16%
O=C(O)C12CC3CC(C1)CC(n1cnc(Cl)n1)(C3)C2,2%,2%,1%,2%,0%,0%,1%,-13%,-19%,-3%
COc1cc(C=O)ccc1OCC(=O)N1CCOCC1,0%,0%,-1%,9%,0%[2.3 µM],-2%,12%,-2%,-2%,2%
O=S(=O)(c1ccc(F)c(F)c1F)N1CCN(C(=S)NCc2ccccc2)CC1,-2%,-2%,12%,-6%,-2%,-2%,-1%,-1%,0%,1%
O=S(=O)(NC1CC1)c1cccc(S(=O)(=O)N2CCCC2)c1,5%,0%,16%,-1%,0%,-3%,-10%,-7%,-6%,6%
COc1cc([N+](=O)[O-])cc(/C=C2/SC(=S)N(Cc3ccccc3)C2=O)c1O,0%,-29%,-4%,5µM*,?,2%,?,37%[activator],-9%,-2%
O=C(CS(=O)(=O)c1ccccc1)c1cc2ccccc2oc1=O,1%,5%,-1%,-1%,1.5µM*,-16%,-32%,?,-5%,?
CCS(=O)(=O)NCCc1csc(-c2ccccc2)n1,22%,12%,?,-15%,?,1%,43%,9%,82%,?
CCOC(=O)CC1COCCN1C(=O)c1ccc2oc(Cc3ccccc3)nc2c1 (stereo unspecified),?,?,3.2µM*,24%,12µM*,-7%,36%,-4%,62%,?
Cc1cc(N)c2cc(NC(=O)/C=C/c3ccccc3Cl)ccc2n1,-8%,5%,-20%,-15%,13µM*,?,-12%,.,-76%,-13%
CC(=O)Oc1ccc(C23CC4CC(CC(C4)C2)C3)cc1C(=O)O,2%,0%,-3%,-4%,?,.,18%,?,.,8%
COc1cccc(/C=C2\SC(=O)N(CC(=O)NC3CCS(=O)(=O)C3)C2=O)c1 (stereo unspecified),-14%,6%,0%,-10%,17µM*,-6%,3%,?,-2%,3%
COC(=O)c1ccc(Oc2c(F)c(F)nc(N3CCOCC3)c2F)cc1,-3%,-15%,-1%,?,-1%,-6%,?,-1%,-42%,2%
Cc1ccc(S(=O)(=O)NC(=O)Nc2ccc(F)cc2)cc1,-9%,6%,-1%,0%,1%,4%,-29%,0%,3%,1%
COc1ccc(CCNC(=O)CCCN2C(=O)c3ccccc3C2=O)cc1OC,-1%,-5%,4%,1%,-1%,5%,1%,11%,4%,0%
Cc1ccc(C2CC(c3cccc(Br)c3)n3nc(N)nc3N2)cc1 (stereo unspecified),-4%,-9%,-4%,-1%,-1%,-2%,6%,-3%,-5%,-6%
CCn1c2ccccc2c2cc(N=C3SC(CC(=O)Nc4ccccc4OC)C(=O)N3C)ccc21 (stereo unspecified),-5%,0%,1%,1%,3%,1%,12%,0%,-50%,3%
Cc1ccc(OCCNc2ccc(C(F)(F)F)cc2[N+](=O)[O-])cc1,-1%,1%,-6%,?,-15%,0%,2%,-4%,88%,8%
Cc1cc(-c2n[nH]c(=S)n2/N=C/c2ccc(Cl)c([N+](=O)[O-])c2)n[nH]1,-1%,1%,-1%,?,7%,4%,-13%,?,-26%,5%

# Ordered by length of the SMILES (rising): 3 of the compounds above.
SMILES,NPC1 prom act,ELG1 genotox,Rab9 promoter act,VP16 counter,FLuc modulator,uPA surface inh,RORg inh,MBNL1 CUG block,BRCA1 expr act,p53 reactivation
O=C(NC1CCCC1)c1ccc(CSCc2ccccc2F)o1,19%,8%,11%,-5%,?,.,10%,2%,63%,23%
O=C(COc1ccc(S(=O)(=O)N2CCOCC2)cc1)Nc1ccc(Br)cc1,.,-2%,.,.,.,-21%,.,.,-21%,-4%
COc1cc([N+](=O)[O-])cc(/C=C2/SC(=S)N(Cc3ccccc3)C2=O)c1O,0%,-29%,-4%,5µM*,?,2%,?,37%[activator],-9%,-2%

# (next part)
SMILES,NPC1 prom act,ELG1 genotox,Rab9 promoter act,VP16 counter,FLuc modulator,uPA surface inh,RORg inh,MBNL1 CUG block,BRCA1 expr act,p53 reactivation
Cc1cc(Nc2cccc([N+](=O)[O-])c2)c2cccc(C)c2n1,4%,-1%,-2%,-3%,0%,-3%,-19%,?,-14%,-3%
CCNC(=S)NNC(=O)c1ccc(OC(F)F)cc1,2%,2%,-4%,-9%,0%,.,-22%,-4%,9%,0%
O=C(CN1C(=O)CCC1=O)Nc1nc(-c2ccc(Cl)s2)cs1,-4%,2%,-3%,15%,-21%,5%,37%,27%,-19%,1%
COc1cc(C)nc(NC(=S)N(C)C(=O)c2ccccc2)n1,7%,0%,-7%,8%,-14%,4%,17%,1%,-27%,-1%
CC1CSc2nc3sc4c(c3c(=O)n21)CCCC4 (stereo unspecified),16%,7%,22%,24%,?,-6%,?,15%,92%,30%
CCC(Sc1ccc(Cl)cc1)C(=O)Nc1nnc(-c2cccc([N+](=O)[O-])c2)s1 (stereo unspecified),-4%,-6%,1%,?,-16%,4%,?,18%,-30%,-5%
N#C/C(=C/c1ccc(N2CCOCC2)o1)C(=O)Nc1ccccc1,2µM*,?,2µM*,1%,2.7µM*,-4%,-14%,?,?,?
Cc1cc(F)ccc1NC(=S)NCCc1ccccc1,2%,-11%,-1%,5.6µM*,-2%,3%,5.6µM*,-5%,-1%,9%
COc1ccc(NC(=S)Nc2ccccc2)c(OC)c1,0%,5%,3%,?,-3%,5%,13µM*,.,1%,0%
Cc1ccc(-c2csc(NC(=O)c3cc([N+](=O)[O-])ccc3N3CCOCC3)n2)cc1,-18%,12%,-3%,-3%,-1%,2%,0%,16%,-4%,-3%
O=C(CNC(=S)N(CCCN1CCOCC1)Cc1cccs1)NCc1ccccc1Cl,-2%,-1%,-8%,3%,0%,-19%,-16%,-3%,-3%,-5%
CSC(=NS(=O)(=O)c1ccccc1)SC,-1%,-1%,26%,-1%,-1%,-5%,12%,-4%,-14%,5%
O=[N+]([O-])c1cnccc1Nc1ccc(Cl)cc1,-3%,-15%,-2%,-4%,4%,-12%,-28%,?,22%,4%
COc1ccc(OC)c(C2=NS(=O)(=O)N(C)C(C(=O)NCc3cccs3)=C2)c1,-1%,-4%,0%,-5%,4%,-19%,3%,?,0%,4%
CCOC(=O)Cc1nnc(NC(=O)CSc2ncc(-c3ccccc3)nn2)s1,-2%,-1%,-3%,-6%[10 µM],-19%,1%,13%,?,0%,-1%
Cc1cccc(Nc2cnn(C34CC5CC(CC(CC(=O)O)(C5)C3)C4)c(=O)c2Cl)c1,0%,-3%,-1%,3%,1%,4%,2%,16%,0%,-4%
CC1(C)Cc2c(ccc3ccccc23)C(=O)N1,26%,-16%,-9%,-9%,?,2%,-39%,4%,84%,17%
Cc1cccc(N2CCN(C(=O)Cc3ccc(-n4c(=O)[nH]c5ccsc5c4=O)cc3)CC2C)c1 (stereo unspecified),1%,-5%,-8%,6%,-1%,0%,-12%[10 µM],.,11%,-3%
O=C(NCc1ccccc1)C1CCCN1S(=O)(=O)c1cccc2cccnc12 (stereo unspecified),-1%,0%,-1%,-5%,-2%,1%,-35%,5%,-8%,-5%
COc1ccc(-c2nnc(CSc3nc4ccccc4c(=O)n3C)o2)cc1OC,1%,-7%,-3%,7%,1%,.,0%,?,-50%,5%
CN1CCN(c2ccccc2NC(=O)Cc2ccc(Cl)cc2)CC1,-1%,-9%,0%,-10%,4%,.,-7%,-12%,5%,-1%
Cc1c(C(=O)N2CCN(c3ncccn3)CC2)sc2nc3n(c(=O)c12)CCCC3,.,.,.,-17%,2%,-1%,2%,2%,8%,.
COc1ccc(OC)c(CN2CCCC(C(=O)c3ccccc3SC)C2)c1 (stereo unspecified),-4%,-11%,-3%,3%,1%,-6%,-2%,3%,-43%,-5%
CC(C)c1ccc(/C=C/C(=O)O)cc1,0%,1%,-6%,2%,19µM*,-2%,12%,2%,20%,-2%
Cc1ccccc1Nc1nc(NCc2ccco2)c2ccccc2n1,5%,-5%,-7%,-3%[10 µM],?,?,?,3%,-43%,?
